PKM2 act – PKM2 (human) enzyme activation. 260,000 tested, 0.34% active. P14618. purified PKM2, Kinase-Glo ATP luminescence, activation; response scale: 0% is enzyme alone, no compound. Potency, µM (series often up to 57.5 µM), inactives show at the highest dose activation, usual class: activators; further: potency means the concentration at half of the fitted maximal effect; on the % scale 0 is the no-effect control and ±100 the full control effect; nearly all actives have a fitted effect of over 55% in size
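Kinase-Glo luminescence reports ATP generated from ADP (0.1 mM) and PEP (0.5 mM) by purified hPK-M2 after 1 h at room temperature, pH 7.2 imidazole buffer; intermediate enzyme activity allows detecting inhibitors and activators.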
Giardia kill – kills Giardia lamblia | Giardia lamblia trophozoite viability | activity change, % at 7.66 µM, hits read low | 340,000 tested, 0.15% active; in the data active means activity change below about -80%; inconclusive means between about -30% and that limit;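 further: parasites exposed to compound for two days anaerobically before the ATP read; on the % scale 0 is the no-effect control and ±100 the full control effect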
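Viability, read as ATP luminescence: trophozoites at 100 cells/well, compound added, 48 hrs anaerobic at 37 deg C, then 15-30 min room-temperature development before reading.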
a7 integrin act – integrin-mediated muscular dystrophy alleviation activation; 350,000 tested, 0.064% active; Potency, µM (top dose mostly 38.3 µM), for inactives: at the highest dose activation, usual class: activators; AID 624291; alpha7betagal myoblasts, beta-gal FDG fluorescence, 48 h;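 further: potency means the concentration at half of the fitted maximal effect; 100% = response of the positive control SU9516; nearly all actives have a fitted effect of over 60% in size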
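alpha7betagal+/- myoblasts (passage 13, 250/well) treated 48 h at 37C with compounds at 1:260 dilution of DMSO stock. Lysed, then beta-galactosidase activity read as FDG fluorescence (ex 480/em 540) after 30 min, with pre-read for autofluorescence.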
Coupling enz – inhibits coupling enzyme system, counter-screen for aldolase hits; AID 2472; 290,000 tested, 0.67% active; coupling enzyme system counterscreen, AmpLite Red fluorescence; activity change, negative = inhibition, % at 58.2 µM, hits read low; in the data active means activity change below about -30%; further: on the % scale 0 is the no-effect control and ±100 the full control effect
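Fluorescence at 525 nm excitation and 598 nm emission measured inhibition of the coupled detection system without aldolase. Compounds (at 57.5 uM final) were preincubated 10 min at room temperature with coupling enzyme reagent before a 20 min substrate/AmpLite Red step.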
Tb PFK block – inhibitors of T. brucei phosphofructokinase; O15648; T. brucei PFK, ADP-Glo luminescence; Potency, µM (top dose mostly 57.5 µM), for the others: at the highest dose activity, negative = inhibition, most hits filed as inhibitors; 330,000 tested, 0.17% active;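 further: potency means the concentration at half of the fitted maximal effect; 0% = uninhibited 1x PFK enzyme wells and -100% = no-enzyme wells; nearly all actives have a fitted effect of over 60% in size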
Target sequence (O15648 whole entry, looked up): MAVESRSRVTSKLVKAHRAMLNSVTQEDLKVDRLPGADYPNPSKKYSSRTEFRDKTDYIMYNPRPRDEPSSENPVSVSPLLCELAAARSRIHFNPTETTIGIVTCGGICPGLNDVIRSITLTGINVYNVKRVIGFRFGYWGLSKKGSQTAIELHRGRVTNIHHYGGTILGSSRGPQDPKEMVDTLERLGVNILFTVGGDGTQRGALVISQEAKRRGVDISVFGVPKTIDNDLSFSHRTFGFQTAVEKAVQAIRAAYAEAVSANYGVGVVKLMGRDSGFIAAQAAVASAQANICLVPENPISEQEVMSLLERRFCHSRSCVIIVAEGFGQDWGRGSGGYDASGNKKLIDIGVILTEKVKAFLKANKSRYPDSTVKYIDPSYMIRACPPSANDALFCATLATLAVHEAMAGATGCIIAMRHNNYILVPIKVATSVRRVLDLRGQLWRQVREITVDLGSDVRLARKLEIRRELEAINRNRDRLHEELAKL
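Luminescent ADP detection (ADP-Glo, two-step: ATP depletion then ADP-to-ATP conversion for luciferase) reported PFK activity after 45 min room-temperature reaction of 1.25 nM enzyme with 0.5 mM F6P and 0.1 mM ATP at pH 8.0.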
GALK inh – blocks human galactokinase activity; Purified GALK, Kinase-Glo residual ATP luminescence; P51570; AID 1868; Potency, µM (series often up to 57.5 µM), without a hit: at the top dose activity change, negative = inhibition, usual class: inhibitors; 270,000 tested, 0.007% active; further: potency means the concentration at half of the fitted maximal effect; on the % scale 0 is the no-effect control and ±100 the full control effect
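Quantitative HTS: GALK 5 nM, ATP 35 uM, galactose 100 uM, 1 h room temperature, then luciferase-based ATP detection.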
BCR signal inh – blocks chronic active B-cell receptor signaling; 340,000 tested, 0.05% active; AID 493014; Potency, µM (highest dose often 46.1 µM), inactives show at the top dose ratio change, negative = lower green/red ratio, most hits filed as inhibitors; ABC-DLBCL IkBa-CBG/CBR reporter, luminescence ratio, 4 h; active means well fitted inhibition curve with a large enough effect in the signal ratio, with a control signal flat, not every such curve was filed as active; inconclusive means small, poorly fitted or top-dose-only effect, or effect the other way, or a change in a side signal; the % refers to the signal ratio;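 further: potency means the concentration at half of the fitted maximal effect; plate controls were basal doxycycline-induced cells for no effect and cells given 10 µM MG132 for full effect; MG132 reads +100%, hits lower the ratio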
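TMD8 ABC-DLBCL cells carrying doxycycline-inducible green luciferase fused to IkappaBalpha plus unfused red luciferase were exposed to compounds (up to 46 uM) for 4 hrs at 37C. Activity came from the overlap-corrected green/red luminescence ratio.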
ASM inhibitor – human S-ASM enzyme inhibition; Potency, µM (series often up to 57.5 µM), for inactives: top-dose activity change, negative = inhibition, actives largely listed as inhibitors; P17405; placental ASM, HMU-PC fluorogenic substrate, 60 min; 340,000 tested, 0.006% active; further: potency means the concentration at half of the fitted maximal effect
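Fluorescence read-out (Ex 386 nm, Em 447 nm) after stopping the reaction at pH 10. Enzyme: ASM from human placenta; substrate HMU-PC0, 9 uM final; 60 min, 37 °C. Compound preincubation 10 min, ambient temperature.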
B2AR arrestin – recruits beta-arrestin to the human beta2-adrenergic receptor | AID 492947 | Potency, µM (highest dose often 46.1 µM), for the others: at the highest dose activation, hits mostly activators | 330,000 tested, 0.02% active | P07550 | beta-arrestin recruitment to beta2AR, cell-based reporter;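 further: potency means the concentration at half of the fitted maximal effect; 0% = DMSO controls and full agonism = EC100 isoproterenol or metaproterenol; nearly all actives have a fitted effect of over 65% in size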
Menin-MLL TR inh – displaces Texas Red mutant MLL peptide from human menin. Menin + Texas Red MLL mutant peptide, fluorescence polarization. Potency, µM (doses to about 61.6 µM), without a hit: at the highest dose FP activity change, negative = inhibition, usual class: inhibitors. 270,000 tested, 0.23% active. AID 1768; active means well fitted inhibition curve with a large enough effect in the polarisation, with a control signal flat, not every such curve was filed as active; inconclusive means small, poorly fitted or top-dose-only effect, or effect the other way, or a change in a side signal; inactive means no such curve, though single readings can be large or run the other way; the % refers to the polarisation; further: potency means the concentration at half of the fitted maximal effect; % of control where 0% means no effect; many of its hits are not listed in these tables
Target sequence (O00255 whole entry, looked up): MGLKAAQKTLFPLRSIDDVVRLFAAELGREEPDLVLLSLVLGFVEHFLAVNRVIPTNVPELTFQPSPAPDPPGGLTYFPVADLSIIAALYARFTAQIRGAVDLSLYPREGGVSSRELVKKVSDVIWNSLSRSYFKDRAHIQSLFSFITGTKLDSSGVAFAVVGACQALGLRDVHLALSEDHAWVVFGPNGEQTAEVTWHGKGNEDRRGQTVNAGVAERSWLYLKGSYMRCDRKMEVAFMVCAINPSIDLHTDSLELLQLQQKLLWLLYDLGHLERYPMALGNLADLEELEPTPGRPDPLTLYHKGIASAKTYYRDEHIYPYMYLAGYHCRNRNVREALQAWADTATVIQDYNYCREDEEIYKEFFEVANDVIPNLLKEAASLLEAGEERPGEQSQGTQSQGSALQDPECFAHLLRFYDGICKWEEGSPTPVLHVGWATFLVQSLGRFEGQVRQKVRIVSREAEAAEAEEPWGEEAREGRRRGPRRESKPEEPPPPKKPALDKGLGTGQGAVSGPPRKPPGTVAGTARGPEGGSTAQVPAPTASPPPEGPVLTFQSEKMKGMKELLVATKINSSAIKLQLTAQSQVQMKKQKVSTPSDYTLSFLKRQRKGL
PTAP TSG101 blk – blocks PTAP/TSG101 interaction to inhibit HIV-1 budding; Potency, µM (highest dose often 115 µM), for the others: at the top dose activity change, negative = inhibition, usual class: inhibitors; AID 493005; 340,000 tested, under 10 active; Q99816; Fluorescence polarization, FITC-PTAP peptide / Tsg101 binding; active means well fitted inhibition curve with a large enough effect in the main read-out, with a control signal flat, not every such curve was filed as active; inconclusive means small, poorly fitted or top-dose-only effect, or effect the other way, or a change in a side signal; inactive means no such curve, though single readings can be large or run the other way; further: potency means the concentration at half of the fitted maximal effect; % of control where 0% means no effect
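Compounds were pin-transferred onto Tsg101 binding domain (10 uM final) in HEPES pH 7.5 buffer, then FITC-PTAP peptide was added at 50 nM final. After 20 min at RT, polarization reported peptide displacement across a qHTS concentration series.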
Starred values were filed as active, the others as inactive; ? = inconclusive; . = no result given; [ ] = another dose, or the depositor's remark. Unless noted, the call rests on the fitted dose curve; in most records, active means well fitted curve in the direction sought with a large enough effect; inconclusive means small, poorly fitted or top-dose-only effect, or another doubt; inactive means no such curve, though single readings can be large; an effect the other way counts as inactive or inconclusive. Not all compounds are listed. The share of hits here may be higher or lower than overall.

SMILES	PKM2 act	Giardia kill	a7 integrin act	Coupling enz	Tb PFK block	GALK inh	BCR signal inh	ASM inhibitor	B2AR arrestin	Menin-MLL TR inh	PTAP TSG101 blk
COc1ccccc1N1CCN(Cc2nc(N)nc(Nc3ccccc3)n2)CC1	0%	-5	10%	-1	-1%	0%	0%	0%	0.2%	-14%	0%
CN(CC(=O)Nc1ccc(Cl)c(Cl)c1)Cc1nnc(-c2ccc(F)cc2)o1	-10%	1	?	-2	-7%	0%	5%	-2%	-0.3%	14%	-7%
CN(C)c1ccc(N=Nc2ccccc2C(=O)OCC(=O)NCC2CCCCC2)cc1	-9%	-16	-26%	4	1%	-4%	14%	?	0.1%	6%	-1%
COc1ccc(C2=C(c3ccc(OC)c(OC)c3)CN3CCCCC3C2)cc1 (stereo not drawn)	.	4	16%	.	8%	.	?	14%	3.5%	.	-1%
O=C(NC1CC1)c1ccc2c(c1)C1C3CCC(C3)C1C(c1ccccc1)N2 (stereo not drawn)	-5%	4	-11%	4	6%	-2%	1%	-12%	-1.2%	5%	-3%
O=C(Nc1c(-c2ccccc2)nc2ncccn12)c1cc2ccccc2oc1=O	-2%	1	-16%	1	-8%	.	3%	-2%	-0.4%	19%	-5%
O=C(c1ccc(F)cc1Cl)N(Cc1ccco1)C1CCS(=O)(=O)C1 (stereo not drawn)	.	-20	-10%	.	-6%	.	-4%	3%	0.0%	.	-5%
CNC(=O)c1c(NC(=O)CCS(=O)(=O)c2ccc(C)cc2)sc2c1CCN(C(=O)OC)C2	.	13	-44%	.	11%	.	?	30%[activator]	0.1%	.	-1%
O=C(NC(=S)Nc1ccccc1O)c1ccccc1Cl	-6%	-12	-33%	0	-1%	2%	?	-2%	0.0%	5%	-2%
Cc1cc(NS(=O)(=O)c2ccc(NC(=O)C(C)Oc3ccccc3Cl)cc2)no1 (stereo not drawn)	.	-4	4%	.	-7%	.	-9%	5%	-0.2%	.	-3%
CCOc1ccc(/C=C2\SC(=S)N(CCC(=O)Nc3cccc(C(=O)O)c3)C2=O)cc1	.	10	-10%	3	1%	-4%	?	-1%[11.5 µM]	-0.5%	?	-5%
CC12C(=O)N(c3cccc4cccnc34)C(=O)C1C1C=CC2C1 (stereo not drawn)	-2%	-3	11%	0	-2%	2%	1%	0%	-0.2%	-8%	0%
CCOC(=O)Nc1ccc(NC(=O)c2ccccc2F)cc1	1%	-26	?	0	3%	1%	-5%	-2%	0.0%	29%	-8%
O=C(CSc1nnc(-c2ccncc2)o1)N1CCc2ccccc2C1	-2%	4	-6%	1	0%	-8%	4%	-2%	-0.1%	5%	-4%
Nc1nc(SCC(=O)c2c(N)n(Cc3ccccc3)c(=O)[nH]c2=O)n[nH]1	13%	4	9%	2	0%	0%	1%	-1%	-0.5%	.	-1%
COc1ccc(C(CNC(=O)c2ccc(C)c(S(=O)(=O)N3CCCCC3)c2)N(C)C)cc1OC (stereo not drawn)	-6%	12	-9%	0	-7%	7%	3%	5%	-0.5%	-1%	-3%
Cc1cccn2c(=O)c(C=O)c(Sc3ncccn3)nc12	5%	-11	?	1	-1%	13%	?	18%	0.3%	19%	-2%
Cc1cccc(NC(=S)NCc2ccccc2)c1C	1%	-23	-11%	2	-3%	2%	2%	3%	0.2%	1%	-3%
O=C(NC1CC1)C1CCC(=O)N1C1CCCC1 (stereo not drawn)	2%	-2	24%	1	-6%	0%	?	4%	-0.4%	-13%	-6%
NC(=O)c1ccccc1NC(=O)CN1CCN(Cc2ccccc2)CC1	.	?	-43%	4	2%	-1%	-9%	0%	3.5%	14%	4%
CC(C)[C@H](NC(=O)[C@@H]1Cc2ccccc2CN1C(=O)OC(C)(C)C)C(=O)NCc1ccco1	.	20	-7%	.	0%	-1%	7%	3%	0.1%	.	-5%
O=C(c1ccco1)n1nc(-c2ccccc2)nc1NCc1ccco1	-2%	-7	-9%	4	-15%	0%	0%	-1%	0.2%	35%[activator]	-2%
O=C(c1ccc2c(c1)OCO2)C1CCCN(Cc2cccn2-c2cccnc2)C1 (stereo not drawn)	3%	10	18%	1	-10%	0%	-1%	-2%	-0.2%	0%	-1%
CCCNS(=O)(=O)c1ccc(CCC(=O)N2CCCC2)cc1	-14%	16	9%	3	0%	-1%	?	-1%	0.6%	4%	-2%
Cc1cc(C(=O)CCl)c(C)n1-c1cccc(S(=O)(=O)N2CCOCC2)c1	6%	2	-69%[inhibitor]	2	-3%	-5%	?	2%	0.4%	0%	0%
CN1C(=O)SC(Nc2ccc(F)cc2)C1=O (stereo not drawn)	2%	-10	-25%	4	-16%	0%	8%	-1%	-0.8%	22%	-7%
O=C(Nc1ccccc1Oc1cccnc1)C1CCCN(C/C=C/c2ccc(F)cc2)C1 (stereo not drawn)	-4%	9	-23%	1	1%	-1%	-8%	1%	0.0%	-19%	-2%
C=CCn1cc([N+](=O)[O-])nc1C	-3%	6	11%	2	-1%	3%	0%	3%	-2.8%	19%	1%
COc1cc(C2Nc3cc(Cl)c(S(N)(=O)=O)cc3S(=O)(=O)N2)ccc1OCc1ccccc1 (stereo not drawn)	-10%	1	-19%	-5	-4%	-3%	?	?	0.3%	0%	0%
CCCCn1c(N)c(N(CCC(C)C)C(=O)CSc2nnc3ccccn23)c(=O)[nH]c1=O	-2%	9	-1%	3	3%	-4%	?	5%	-0.2%	10%	0%
Cc1cccc(NC(=O)c2cnn(-c3ccccc3)c2C)c1C	-1%[11.5 µM]	24	-9%	-7	-10%	-2%	?	-1%	-0.2%	-5%	-2%
COc1cccc(-n2c(Cn3nc(C(F)F)cc3C(F)F)n[nH]c2=S)c1	-19%	-3	22%	3	-4%	2%	1%	4%	-0.2%	11%	-3%
CCCNC(=O)c1nn2c(C(F)(F)F)cc(-c3ccccc3)nc2c1Br	-3%	17	?	0	-5%	4%	8%	-5%	0.0%	-7%	-3%
O=C(COC(=O)C1(c2ccccc2)CCCC1)N1CCNC1=O	.	-8	-1%	.	-1%	.	-3%	0%	0.3%	.	-2%
COc1cc(CN2CCC(CCC(=O)NC3CC3)CC2)cc(Cl)c1OC	3%	-16	2%	0	0%	4%	0%	9%	0.3%	-24%	-4%
CC(=O)c1ccc(OC(=O)N2CCOCC2)cc1	8%	6	11%	4	-4%	5%	9%	-1%	0.3%	-8%	3%
O=C(NNC(=O)c1ccccc1O)c1ccc(Cl)c(S(=O)(=O)N2CCCCC2)c1	.	9	-38%[inhibitor]	.	-1%	.	?	-1%	-0.1%	.	-5%
Cc1cc(/C=N/NC(=O)c2ccc(O)cc2)c(C)n1C1CC1	-1%	15	13%	0	-3%	8%	?	5%	0.1%	18%	-9%
CCOc1ccc(N(CC(=O)NCCSCc2ccccc2)S(C)(=O)=O)cc1	1%	-20	-50%[inhibitor]	-2	-1%	1%	9%	4%	0.0%	-30%	-4%
Cc1nnc(SCC(=O)NNC(=O)c2ccc(Cl)cc2)n1CC1CCCO1 (stereo not drawn)	3%	5	6%	2	1%	8%	-2%	-1%	0.1%	8%	-1%
CCOc1ccc(Cn2c3ccc(OC)cc3c3nc4ccccc4nc32)cc1OC	5%	5	-10%	-3	0%	1%	-8%	-11%	-0.2%	10%	-15%
CN(C)CCN1C(=O)C(=O)/C(=C(/O)c2ccc(S(=O)(=O)N3CCOCC3)cc2)C1c1ccccc1 (stereo not drawn)	1%	3	23%	0	2%	5%	-1%	2%	-0.4%	-5%	-3%
CC(=O)Nc1ccc(OC(F)(F)C(F)C(F)(F)F)c(NC(C)=O)c1 (stereo not drawn)	-4%	-7	13%[7.66 µM]	0	-3%	0%	0%	-2%	0.0%	-12%	-4%
Cc1cccc(NC(=S)NNC(=O)c2sccc2C)c1	0%	11	2%	2	-3%	0%	?	4%	-0.2%	-6%	-11%
CC(NC(=O)Nc1ccc(O)cc1)(C(F)(F)F)C(F)(F)F	3%	19	-11%	-33*	2%	-3%	6%	-6%	-0.2%	-16%	-2%
CCOc1ccc(N2C(=O)/C(=C/c3ccc(C)o3)N(C)C2=S)cc1	28%	8	9%	-17	1%	0%	4%	-5%	-1.6%	-19%	-1%

Screens from PubChem.
